# Bioassay records as filed in PubChem.
# Tau fibril FP – tau fibrillization inhibition (FP); P10636; K18 P301L tau heparin fibrillization, Alexa594 FP, 6 h; Potency, µM (top dose mostly 57.7 µM), for the others: at the highest dose activity, negative = inhibition, most hits filed as inhibitors; 280,000 compounds, 0.39% hits; note: nearly all actives have a fitted effect of over 55% in size
# Target sequence (P10636 561-689 P618L limits assumed): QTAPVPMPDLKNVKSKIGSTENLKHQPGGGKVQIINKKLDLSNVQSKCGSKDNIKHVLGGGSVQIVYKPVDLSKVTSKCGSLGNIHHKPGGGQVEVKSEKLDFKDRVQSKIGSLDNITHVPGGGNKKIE
#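 Steps: dispense K18 P301L tau (15 uM plus 0.24 uM Alexa 594 tracer, final) in pH 7 sodium acetate; add compound; add heparin (20 uM final); incubate 6 hr, 37 C; add ThT (30 uM final); after 1 hr ambient, read FP.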
# Tau fluor counter – counter-screen for tau fibril formation inhibitors; 280,000 compounds, 0.93% hits; Potency, µM (series often up to 57.7 µM), for the others: at the highest dose activity change, negative = decrease; tau K18 P301L Alexa594 fluorescence, heparin fibrillization; AID 1463; note: nearly all actives have a fitted effect of over 55% in size
#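 Human tau K18 P301L (15 uM unlabeled, 0.24 uM Alexa 594-labeled) in 100 mM sodium acetate pH 7 with 20 uM heparin, 6 hr at 37 C. ThT 30 uM added, 1 hr ambient; Alexa 594 FP and total fluorescence read at 555/632 nm.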
# TRb-SRC2 inh – disrupts binding of human TR beta to SRC2. TRbeta-SRC2 peptide binding, fluorescence polarization; receptor liganded with 1 µM T3. AID 1469. 280,000 compounds, 0.065% hits. Potency, µM (doses to about 106 µM), for inactives: at the top dose activity change, negative = inhibition, hits mostly inhibitors;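 note: plate controls were bound peptide for no effect and peptide without receptor for full effect; nearly all actives have a fitted effect of over 50% in size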
# Target sequence (P10828 whole entry, looked up): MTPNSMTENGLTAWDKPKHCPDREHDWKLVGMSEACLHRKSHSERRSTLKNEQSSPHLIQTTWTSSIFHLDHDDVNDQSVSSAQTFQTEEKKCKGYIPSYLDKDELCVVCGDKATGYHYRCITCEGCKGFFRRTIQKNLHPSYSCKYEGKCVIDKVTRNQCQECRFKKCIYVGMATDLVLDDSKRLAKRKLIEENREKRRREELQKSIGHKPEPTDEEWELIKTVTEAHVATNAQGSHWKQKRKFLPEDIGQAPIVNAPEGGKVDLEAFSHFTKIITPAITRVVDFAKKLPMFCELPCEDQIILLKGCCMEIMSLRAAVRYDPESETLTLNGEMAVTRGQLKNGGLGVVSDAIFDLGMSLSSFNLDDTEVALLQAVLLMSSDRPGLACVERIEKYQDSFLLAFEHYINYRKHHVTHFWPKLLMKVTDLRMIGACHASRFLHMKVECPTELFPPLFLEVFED
#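 Human TRb ligand-binding domain (0.6 uM) is mixed with 20 nM Texas Red SRC2 peptide and 1 uM T3; after compound addition and 5 hr at ambient temperature, polarization is measured and normalized to unbound and bound controls.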
# GLA spleen mod – inhibitors or activators of human alpha-galactosidase in spleen homogenate. human spleen homogenate, 4MU-alpha-Gal fluorescence, 40 min. Potency, µM (series often up to 80 µM), for inactives: top-dose activity change, negative = inhibition, usual class: inhibitors. 240,000 compounds, 0.008% hits;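 note: 0% = enzyme with vehicle and -100% = no enzyme basal signal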
#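 Fluorogenic readout (Ex 365/Em 440 nm) of 4-methylumbelliferone released from 1 mM 4-MU-alpha-galactoside by spleen homogenate, 40 min at 37C, pH 5.0. Data normalized to no-enzyme and enzyme controls; Hill-equation AC50 from compound titrations.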
# L3MBTL1 block – blocks human L3MBTL1. Potency, µM (doses to about 57.1 µM), for inactives: top-dose activity, negative = inhibition, most hits filed as inhibitors. Q9Y468. 230,000 compounds, 0.66% hits. AlphaScreen L3MBTL1–H3K9me1 peptide binding; note: nearly all actives have a fitted effect of over 60% in size
#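 First, the protein-peptide complex forms for 30 min at room temperature (L3MBTL1 50 nM, biotinylated H3K9me1 peptide 75 nM). Next, compounds are pin-transferred and incubated 30 min. Finally, AlphaScreen beads are added and read after 30 min.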
# TR SRC2 fluor cs – alters Texas Red total fluorescence, flagging assay interference; TRb/SRC2 Texas Red total fluorescence interference; Potency, µM (highest dose often 106 µM), for the others: at the top dose fluorescence change, negative = quenching; 280,000 compounds, 0.29% hits; active = well fitted curve in either direction with a large enough effect; inconclusive = small, poorly fitted or top-dose-only effect
#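 Human TRb ligand-binding domain at 0.6 uM with 20 nM Texas Red SRC2 peptide in Tris buffer containing 1 uM T3 and 5% DMSO, incubated with compound 5 h at ambient temperature. Total fluorescence (555/632 nm) calculated as parallel + 2 × perpendicular.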
# Tau fibril ThT – tau fibrillization inhibition (ThT binding); 270,000 compounds, 2.1% hits; recombinant tau K18 P301L (four-repeat tau fragment), heparin-induced fibrillization, ThT fluorescence; Potency, µM (highest dose often 57.4 µM), for the others: top-dose activity, negative = inhibition, most hits filed as inhibitors; P10636; note: nearly all actives have a fitted effect of over 55% in size
#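 Heparin-induced (20 uM) aggregation of recombinant human K18 P301L tau, 15 uM unlabeled with 0.24 uM labeled, pH 7 acetate buffer, 6 hr at 37 C with compound. Fibrils quantified by 30 uM ThT fluorescence after 1 hr ambient incubation.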
# ALDH1A1 inh – blocks purified human ALDH1A1 activity; 220,000 compounds, 7.3% hits; P00352; Purified ALDH1A1, NADH fluorescence, propionaldehyde substrate; Potency, µM (series often up to 75.3 µM), inactives show at the highest dose activity, negative = inhibition, usual class: inhibitors; active = well fitted inhibition curve with a large enough effect, not every such curve was filed as active; inconclusive = small, poorly fitted or top-dose-only effect, or another doubt; inactive = no such curve, though single readings can be large or run the other way;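 note: plate controls were no enzyme wells and a reference inhibitor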
# Target sequence (P00352 whole entry, looked up): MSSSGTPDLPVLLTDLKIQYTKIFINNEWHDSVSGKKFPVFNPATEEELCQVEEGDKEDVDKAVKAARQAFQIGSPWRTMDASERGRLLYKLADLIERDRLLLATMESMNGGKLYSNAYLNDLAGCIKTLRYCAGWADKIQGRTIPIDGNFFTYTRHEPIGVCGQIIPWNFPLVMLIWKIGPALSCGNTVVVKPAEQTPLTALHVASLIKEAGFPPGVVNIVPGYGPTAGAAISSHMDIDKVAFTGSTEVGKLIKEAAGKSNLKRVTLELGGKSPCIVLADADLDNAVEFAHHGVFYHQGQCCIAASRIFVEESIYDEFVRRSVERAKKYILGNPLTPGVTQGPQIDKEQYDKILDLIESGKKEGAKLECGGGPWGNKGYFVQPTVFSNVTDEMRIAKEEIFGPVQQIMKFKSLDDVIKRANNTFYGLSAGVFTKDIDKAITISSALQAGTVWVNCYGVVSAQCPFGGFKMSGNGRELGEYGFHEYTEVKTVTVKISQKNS
# * marks the source's active call; other numbers are inactive results; ? = inconclusive; . = no result given; [ ] = remark or other dose. Unless noted, calls come from the whole dose curve; as a rule, active = well fitted curve in the direction sought with a large enough effect; inconclusive = small, poorly fitted or top-dose-only effect, or another doubt; inactive = no such curve, though single readings can be large; an effect the other way counts as inactive or inconclusive. Unless noted, % is set by controls: 0 for no effect and ±100 for the full control effect; potency is the fitted concentration of half-maximal effect. Compounds as they come; 8.5% or so of the library scored in one or more.
SMILES,Tau fibril FP,Tau fluor counter,TRb-SRC2 inh,GLA spleen mod,L3MBTL1 block,TR SRC2 fluor cs,Tau fibril ThT,ALDH1A1 inh
Cc1ccc(OCC(=O)Nc2ccccc2C(=O)OCc2cc(=O)n3ccsc3n2)cc1,7%,-2%,-5%,.,.,0%,2%,.
O=C(Nc1ccc(CN2CCOCC2)cc1)c1ccccc1F,4%,2%,9%,9%,-1%,-5%,8%,0%
O=C(c1cccc(OCc2ccccc2)c1)N1CCOCC1,2%,8%,-5%,11%,-17%,-8%,9%,10%
Clc1ccc(-c2nc3ccccc3nc2-c2ccccc2)cc1,-5%,-15%,1%,-6%,31%[activator],-5%,-13%,-9%
CCCOc1ccc(-c2cnc(N)s2)cc1,17%,-27%,2%,1%,-2%,0%,?,?
CCC(=O)n1nc(-c2cccnc2)nc1NCc1ccc(OC)cc1,9%,-2%,3%,2%,.,-1%,-9%,-6%
O=C(/C=C/Nc1ccc(F)cc1F)c1cccs1,4%,-4%,-27%,12%,-6%,-3%,-1%,2.4µM*
NS(=O)(=O)c1cccc(NC(=O)COC(=O)Cc2ccc(S(=O)(=O)N3CCCCC3)s2)c1,11%,-20%,1%,4%,-2%,-3%,-8%,-9%
COc1cccc(Cn2c(=O)n(CC3CCC(C(=O)N4CCOCC4)CC3)c(=O)c3sccc32)c1 (centres undefined),0%,-2%,5%,.,.,0%,-1%,.
COc1ccccc1N1CCN(C(=O)CCn2c(=O)[nH]c3ccsc3c2=O)CC1,4%,-8%,1%,-23%,-2%,-3%,-18%,3%
Cc1cc(C)c2c(=O)cc(C(=O)Nc3ccccc3Cl)oc2c1,-15%,-12%,1%,.,.,1%,-6%,.
CS(=O)(=O)c1ccc(C(=O)Nc2ccc(N3CCCCC3)cc2)c(Cl)c1,8%,-9%,-6%,4%,-8%,-1%,?,0%
O=C(NO)c1ccccc1,.,.,10%,6%,.,-4%,.,-16%
Cc1sc2nc(CSc3ccccc3)nc(N3CCOCC3)c2c1C,8%,-10%,2%,-3%,15%,0%,-14%,-9%
CCOc1ccccc1OCc1nn2c(COc3ccccc3)nnc2s1,-4%,-7%,3%,-5%,0%,1%,?,7.9µM*
Cc1cccc(-n2ccnc2CN2CCC(CO)(Cc3ccccc3)CC2)c1,4%,8%,-1%,-5%,.,-2%,.,.
Cn1c2ccccc2n2c(=O)c(=O)n(CC(=O)c3ccc(F)cc3)nc12,-1%,-5%,-6%,3%,-2%,-6%,-10%,7%
COc1ccc(N2C(=O)CN=C2Nc2nc(C)cc(C)n2)cc1OC,-5%,-9%,-9%,-2%,.,1%,-13%,?
CCc1c(C)nc2nncn2c1NCc1ccccc1,0%,2%,-5%,.,.,-1%,2%,.
O=C(NCC1CCCO1)c1cc(-c2ccccc2)on1 (centres undefined),1%,-1%,-15%,-11%,.,0%,-3%,2%
O=C(O)CC(NCc1ccco1)C(=O)OCCCl (centres undefined),9%,1%,-2%,2%,12%,-1%,-4%,-2%
COC(=O)C(Cc1ccc(OC(=O)c2ccc(C)cc2)cc1)N1Cc2ccccc2C1=O (centres undefined),2%,-12%,-6%,-1%,-8%,-5%,-27%,-11%
N#C/C(=C\c1ccc(F)c(Cl)c1)S(=O)(=O)c1ccccn1,1%,-2%,-1%,-1%,7%,0%,-4%,.
O=c1cc(N2CCN(Cc3ccccc3)CC2)[nH]c(=O)n1Cc1ccc(F)cc1,7%,-5%,1%,-20%,8%,-2%,-3%,0%
COc1cc(OC)c(-n2c(C)cc(C=O)c2C)cc1Cl,-3%,-15%,-4%,-3%,.,1%,-11%,7.1µM*
CCOc1ccc(C(=O)c2nc3c(n2O)CCCCC3)cc1,9%,0%,3%,4%,-17%,-3%,-8%,-4%
O=c1cc2ncc(-c3[nH]ncc3[N+](=O)[O-])cn2[nH]1,-6%,-5%,7%,10%,.,-15%,.,.
COc1ccc(OCCSCc2nnc(NC(=O)Nc3ccc(Cl)cc3)s2)cc1,28µM*,-23%,5%,9%,-1%,1%,1%,-1%
CCN(CC)CP(=O)(c1ccccc1)c1ccccc1,11%,5%,4%,0%,-3%,0%,3%,2%
CC(C)(C)c1ccc(COC(=O)Nc2ccc(F)cc2)cc1,10%,-2%,-5%,-1%,30%[activator],-3%,-3%,2%
CCOc1ccc(-c2nc(CSCC(=O)NCCc3ccccc3)c(C)o2)cc1,6%,-5%,1%,.,.,0%,?,.
CCOc1ccc(/C(O)=C2/C(=O)C(=O)N(CCOCCO)C2c2ccccn2)cc1 (centres undefined),4%,0%,-15%,6%,-3%,-1%,-4%,3%
CC(=O)c1ccc(NC(=O)c2nc3nc(C)cc(C(F)F)n3n2)cc1,0%,-1%,-1%,.,.,-20%,-18%,.
CN(C(=O)Cn1nnc(-c2cccc(C(F)(F)F)c2)n1)C1CCCCC1,5%,-14%,4%,-5%,-8%,0%,-13%,35µM*
O=C1CCCc2c1[nH]c1ccc(Br)cc21,-9%,-25%,2%,1%,-5%,2%,?,?
Cc1ccccc1NC(=O)CCn1c(=O)oc2ccccc21,3%,5%,0%,-2%,-9%,0%,-2%,2%

# Reformatted: entries from further up
SMILES	Tau fibril FP	Tau fluor counter	TRb-SRC2 inh	GLA spleen mod	L3MBTL1 block	TR SRC2 fluor cs	Tau fibril ThT	ALDH1A1 inh
CC(=O)c1ccc(NC(=O)c2nc3nc(C)cc(C(F)F)n3n2)cc1	0%	-1%	-1%	.	.	-20%	-18%	.
COc1cc(OC)c(-n2c(C)cc(C=O)c2C)cc1Cl	-3%	-15%	-4%	-3%	.	1%	-11%	7.1µM*
O=C1CCCc2c1[nH]c1ccc(Br)cc21	-9%	-25%	2%	1%	-5%	2%	?	?
COc1ccc(OCCSCc2nnc(NC(=O)Nc3ccc(Cl)cc3)s2)cc1	28µM*	-23%	5%	9%	-1%	1%	1%	-1%
CN(C(=O)Cn1nnc(-c2cccc(C(F)(F)F)c2)n1)C1CCCCC1	5%	-14%	4%	-5%	-8%	0%	-13%	35µM*
CCOc1ccc(C(=O)c2nc3c(n2O)CCCCC3)cc1	9%	0%	3%	4%	-17%	-3%	-8%	-4%

# (listing goes on)
SMILES,Tau fibril FP,Tau fluor counter,TRb-SRC2 inh,GLA spleen mod,L3MBTL1 block,TR SRC2 fluor cs,Tau fibril ThT,ALDH1A1 inh
CC(C)(C)n1nc2c(c1NC(=O)COc1ccc3ccccc3c1)CS(=O)C2 (centres undefined),15%,-3%,-10%,6%,.,-2%,-15%,?
N#Cc1nc(-c2ccc(OCc3ccccc3Cl)cc2)oc1NCCCn1ccnc1,14%,-16%,-7%,-4%,.,-8%,?,?
COc1ccccc1-n1c(SCC(=O)N2CCOCC2)nc2cccnc21,-4%,11%,-7%,-8%,22%,-2%,8%,-3%
O=C(Nc1nnc(-c2ccco2)s1)C1CCN(S(=O)(=O)c2ccc(Cl)cc2)CC1,-6%,-15%,-6%,-4%,0%,0%,-6%,?
O=C(CCSc1nc(-c2ccco2)cc(C(F)(F)F)n1)NCC1CCCO1 (centres undefined),0%,-2%,3%,6%,3%,1%,-5%,-15%
COc1ccc(C(=O)NC(=S)SCC(=O)O)cc1,?,-16%,2%,4%,9%,1%,?,.
O=C(C1CCN(C2CCN(C/C=C/c3ccccc3)CC2)CC1)N1CCOCC1,-6%,-4%,-4%,-1%,4%,0%,-7%,9%
Cc1cccc(COc2ccccc2/C=N/Nc2ccc([N+](=O)[O-])cc2)c1,15%,?,3%,4%,.,2%,3.2µM*,-3%
CC(=O)c1ccc(N2Cc3ccccc3C2=NC(=O)c2cccs2)cc1,-4%,-7%,-6%,8%,7%,-2%,?,?
CC(=O)CCCCn1cnc2c1c(=O)n(C)c(=O)n2C,-1%,3%,-4%,-2%,.,0%,-2%,.
COCCn1c(SCc2nc3ccccc3s2)nc2ccccc21,-8%,-12%,-2%,17%,2%,-1%,-23%,-6%
O=C1c2cccnc2C(Nc2cccc(F)c2)N1Cc1ccco1 (centres undefined),-5%,-9%,3%,1%,-8%,-1%,-7%,-6%
CNC(=S)Nc1ccc(Br)cc1,-5%,1%,-1%,-4%,4%,0%,5%,-3%
CCOc1cccc(CC(=O)N2CCc3c([nH]c4ccccc34)C2c2ccc(C)cc2)c1OCC (centres undefined),6%,-6%,2%,.,.,-2%,-4%,.
CCOC1=NN(c2ccccc2)C(=O)/C1=C\N(C)C,8%,-3%,-8%,7%,-24%,1%,-4%,-20%
Cc1cc(=O)oc2ccc(OC(C)C(=O)O)cc12 (centres undefined),10%,1%,4%,0%,-11%,-4%,-5%,?
Nc1c(C(=O)Nn2cnnc2)cc([N+](=O)[O-])cc1[N+](=O)[O-],-11%,-10%,2%,-4%,13%,-2%,-14%,5%
CCCc1nn(-c2cc(Cl)ccc2OC)c2c1C(=O)CCC2,-9%,-19%,-2%,6%,.,-3%,-13%,-2%
C=Cc1ccc(CSc2nc(-c3ccc(Cl)cc3)nc3c2Cc2c(CO)cnc(C)c2O3)cc1,5%,-2%,-5%,.,.,0%,2%,.
CNC(=S)Nc1cccc(Cl)c1C,3%,-1%,-1%,-3%,-6%,-2%,-1%,3%
COc1cc2c(cc1O)CC[C@@H]1[C@@H]2CC[C@]2(C)[C@@H](O)CC[C@@H]12,7%,-15%,0%,5%,.,-3%,-12%,.
CNC(=O)CSc1nnc(C(C)C)n1C,-6%,-1%,3%,-2%,2%,-2%,-7%,1%
COc1ccc(OC)c(/C=N/NC(=O)c2[nH]ncc2Br)c1,7%,-5%,-1%,14%,11%,-2%,-14%,.
OCc1nnn(-c2ccccc2)c1CO,-3%,-10%,-9%,2%,1%,-7%,-7%,19%
COc1ccc(CNC(=O)c2ccc(C)o2)cc1,-3%,1%,9%,-4%,-5%,-6%,7%,-9%
CC(NC(=S)Nc1ccc(F)cc1)C(c1cccs1)N1CCOCC1 (centres undefined),-8%,-6%,-3%,-4%,4%,-5%,-4%,4%
C=CCn1c(SCc2n[nH]c(=S)n2-c2ccccc2)nnc1-c1ccccc1,-3%,-15%,-1%,-2%,-3%,-1%,?,.
Cc1cc(/C=N/O)c(C)n1-c1ccccc1,5%,-7%,7%,-7%,-8%,2%,-17%,-7%
